Screens deposited in PubChem by several laboratories.
CDK5 p35 inh = inhibitors of human CDK5/p35 kinase | Q00535+Q15078 | Recombinant CDK5/p35, ADP-Glo luminescence, 60 min | inhibition, % at 10 µM | 330,000 compounds, 0.01% hits | AID 488839;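 active means highest replicate inhibition of at least 50% and at least 75% of replicates reaching 50%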;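 further: plate controls were DMSO neutral control for no effect and GW8510 at 10 µM for full effect; many of its hits are not listed in these tables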
PKA-R2B act = PKA-R2B complex activation; activation, % at 11.4 µM; 340,000 compounds, 0.079% hits; PKA-R2B holoenzyme dissociation, Cy5-IP20 fluorescence polarization; R2B truncated from residue 108, S112A mutant; 0% DMSO only, 100% 113 µM cGMP; P22694+P31323;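 active means activation above a cutoff set at the mean over all compounds plus 3 SD, cut at about 18% in these data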;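 further: higher means more holoenzyme dissociation and a rise in polarization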
dFosB act = mouse delta FosB homodimer activation; P13346; purified delta FosB, TAMRA-CDK5 oligo fluorescence polarization; percent of positive-control signal above neutral wells; activation, % at 25 µM; 340,000 compounds, 0.99% hits; AID 493131;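 active means mean activation above about 17%, with every replicate also reaching it, limit read from the data, passing the limit was not always enough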;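 further: fluorescence polarization rise as delta FosB binds a TAMRA Cdk5 AP-1 oligo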
MITF act = activators of MITF-driven TRPM1 promoter activity in SK-MEL-5 cells; SK-MEL-5 TRPM1-promoter luciferase, 24 h; % of positive control, neutral wells = 0; activation, % at 12.5 µM; 300,000 compounds, 0.75% hits;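 active means mean activation of at least 80% with every replicate also reaching 80%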;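 further: 0% = neutral control wells and 100% = parthenolide positive control wells; values of inactives mirror those of a sister screen read the other way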
SR-BI DiI-HDL act = enhances SR-BI lipid uptake from DiI-HDL | CHO ldlA[mSR-BI] cells, DiI-HDL uptake fluorescence, 3 h; 100 = double the neutral-control signal | activation, % at 12.5 µM | 320,000 compounds, 0.096% hits | AID 504775;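 active means mean replicate activation of at least 60% and every replicate at or above 60%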;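 further: 0% = median plate neutral-control signal and 100% = twice that signal; values of inactives mirror those of a sister screen read the other way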
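Material: SR-BI-overexpressing, LDLR-lacking CHO cells; schedule: compound exposure 3 h, 37 °C; reagent: DiI-labelled HDL at 10 µg/mL final; technique: bottom-read fluorescence, 550/595 nm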
SR-BI DiI inh = inhibitors of mouse SR-BI mediated HDL lipid uptake | ldlA[mSR-BI] CHO cells, DiI-HDL uptake fluorescence, 3 h | AID 488896 | Q61009 | 320,000 compounds, 0.96% hits | inhibition, % at 12.5 µM;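 active means mean replicate inhibition of at least 70% and a set share of replicates each scoring 70 or more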;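 further: 0% = median of neutral control wells and 100% = median of positive control wells; values of inactives mirror those of a sister screen read the other way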
Mot1-301 SUMO = SUMOylation pathway inhibition by Mot1-301 growth rescue; S. cerevisiae Mot1-301 growth rescue, ATP luminescence, 38.5C; percent above DMSO median, 100 means doubled; growth rescue, % at 18.8 µM; 320,000 compounds, 1% hits; AID 2716;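 active means every valid replicate shows activation above 250% relative to neutral control wells; inactive means the rest, any valid replicate at or below 250%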;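 further: OY570 slx delta 5 strain wells were the positive control but not used for scaling; some compounds called inactive have numbers as strong as hits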
PKA-R1A activ = activates the PKA-R1A holoenzyme complex; P00514+P68181; PKA-R1A dissociation, Cy5-IP20 fluorescence polarization; scaled: DMSO 0%, 113 µM cGMP 100%; activation, % at 11.4 µM; 340,000 compounds, 0.083% hits; AID 504707;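 active means percent activation above the mean of all tested compounds plus 3 SD, cut at about 19% in these data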;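 further: higher means more PKAc released from R1A so a rise in polarization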
Arrestin-AP2 inh = inhibitors of human beta-arrestin and AP2 interaction; FITC-arrestin peptide / GST-AP2 beads, flow cytometry; AP2 beta2 appendage carries R879A mutation; inhibition, % at 10 µM; 340,000 compounds, 0.31% hits; AID 504490;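 active means inhibition above a set limit, near 3 SD of compounds lacking own fluorescence, cut at about 54% in these data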;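 further: plate controls were DMSO wells for no effect and 5 µM unlabelled arrestin peptide for full effect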
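Assay system: GST-AP2 R879A bound to glutathione beads, E. coli-expressed; Medium: PBS with 0.05% Tween 20 and 0.1% BSA; Also added: fluorescein-tagged arrestin peptide at 50 nM final; Timing: 12 min plus 1 h, RT; Measured by: flow cytometry, FL1 (488/535 nm); Evaluation: percent drop in bead-associated FITC signal.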
Pemphigus Ab inh = inhibitors of pemphigus antibody binding to human desmoglein-3; binding (percent of control), % at 10 µM; 310,000 compounds, 0.48% hits; AID 588358; DSG3-coupled beads, scFv-anti-DSG3-GFP binding, flow cytometry; active compounds read low;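 active means binding more than 3 SD below its plate's average and above zero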;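 further: hits lower antibody fragment binding to DSG3; some compounds called inactive have numbers as strong as hits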
NSD2 HMT inh = inhibitors of human histone methyltransferase NSD2; 310,000 compounds, 0.54% hits; O96028; inhibition, % at 12.5 µM; NSD2 peptide methylation, AlphaScreen, 120 min; in the data active means inhibition above about 50%
Target sequence (O96028 whole entry, looked up): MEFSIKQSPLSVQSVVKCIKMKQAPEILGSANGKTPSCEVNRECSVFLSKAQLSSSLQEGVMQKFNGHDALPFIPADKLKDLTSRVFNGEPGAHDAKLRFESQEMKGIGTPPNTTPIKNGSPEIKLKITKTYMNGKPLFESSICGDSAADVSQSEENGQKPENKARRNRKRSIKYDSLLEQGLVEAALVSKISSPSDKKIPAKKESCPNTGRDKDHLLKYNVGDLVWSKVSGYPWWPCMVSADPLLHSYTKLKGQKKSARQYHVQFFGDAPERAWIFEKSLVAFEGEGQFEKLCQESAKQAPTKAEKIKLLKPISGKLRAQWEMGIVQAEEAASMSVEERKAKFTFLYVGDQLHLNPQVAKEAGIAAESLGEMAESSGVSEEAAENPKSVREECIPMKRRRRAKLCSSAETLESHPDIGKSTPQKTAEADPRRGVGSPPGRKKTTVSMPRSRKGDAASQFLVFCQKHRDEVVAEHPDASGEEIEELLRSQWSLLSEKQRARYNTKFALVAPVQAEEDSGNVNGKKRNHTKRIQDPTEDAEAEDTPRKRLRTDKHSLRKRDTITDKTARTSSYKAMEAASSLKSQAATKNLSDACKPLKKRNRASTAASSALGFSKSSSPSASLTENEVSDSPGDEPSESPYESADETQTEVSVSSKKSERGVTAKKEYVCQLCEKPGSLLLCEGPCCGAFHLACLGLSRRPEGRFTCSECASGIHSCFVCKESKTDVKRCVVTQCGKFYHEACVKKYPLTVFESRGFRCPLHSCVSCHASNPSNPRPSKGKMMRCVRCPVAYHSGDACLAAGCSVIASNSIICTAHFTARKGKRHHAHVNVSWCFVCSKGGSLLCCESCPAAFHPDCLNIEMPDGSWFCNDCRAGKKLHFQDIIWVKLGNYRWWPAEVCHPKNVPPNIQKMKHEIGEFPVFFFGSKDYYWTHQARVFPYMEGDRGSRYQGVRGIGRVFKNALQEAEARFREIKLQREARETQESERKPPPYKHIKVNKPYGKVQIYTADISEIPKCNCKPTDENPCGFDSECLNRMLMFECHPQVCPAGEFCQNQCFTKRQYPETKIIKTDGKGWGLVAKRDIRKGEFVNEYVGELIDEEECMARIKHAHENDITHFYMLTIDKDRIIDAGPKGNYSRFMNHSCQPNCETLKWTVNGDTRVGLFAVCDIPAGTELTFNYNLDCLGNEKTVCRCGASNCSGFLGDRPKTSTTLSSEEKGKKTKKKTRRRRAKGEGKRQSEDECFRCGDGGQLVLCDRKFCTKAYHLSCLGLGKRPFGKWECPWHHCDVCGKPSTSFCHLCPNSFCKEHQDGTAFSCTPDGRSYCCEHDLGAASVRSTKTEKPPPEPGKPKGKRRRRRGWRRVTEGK
* = called active by the depositor. Hits appear at their usual frequency, and some 4.7% of all compounds hit somewhere here.

COc1ccccc1N=Nc1c(C)[nH]n(-c2ccccc2)c1=O was read as CDK5 p35 inh 7.9, PKA-R2B act -6, dFosB act -3, SR-BI DiI-HDL act 43, SR-BI DiI inh -43, Mot1-301 SUMO 2, PKA-R1A activ -3, Arrestin-AP2 inh 23, Pemphigus Ab inh 93 and NSD2 HMT inh -1.
Screening COc1ccc(NC(=O)CCS(=O)(=O)c2ccc3c(c2)CCCN3C(C)=O)cc1 returned CDK5 p35 inh 1.6, PKA-R2B act -8, dFosB act 6, MITF act 0, SR-BI DiI-HDL act 2, SR-BI DiI inh -2, PKA-R1A activ -1, Arrestin-AP2 inh 0 and Pemphigus Ab inh 99.
O=C(Nc1ccc(Cl)c(C(=O)N2CCOCC2)c1)c1ccccc1 was read as CDK5 p35 inh 2.7, PKA-R2B act 1, dFosB act 0, MITF act 9, SR-BI DiI-HDL act -26, SR-BI DiI inh 26, Mot1-301 SUMO 122, PKA-R1A activ -13, Arrestin-AP2 inh 6, Pemphigus Ab inh 111 and NSD2 HMT inh 0.
For Cc1ccccc1C(=O)N=c1sccn1C the results were CDK5 p35 inh 0.3, PKA-R2B act 0, dFosB act 5, MITF act 6, SR-BI DiI-HDL act -24, SR-BI DiI inh 24, Mot1-301 SUMO 275, PKA-R1A activ 3, Arrestin-AP2 inh -4, Pemphigus Ab inh 108 and NSD2 HMT inh 0.
Screening CC(=O)Nc1ccc(/C=C(\C#N)C(=O)NC2CCCCC2)cc1 returned CDK5 p35 inh -2.5, PKA-R2B act -7, dFosB act -1, MITF act -4, SR-BI DiI-HDL act 3, SR-BI DiI inh -3, Mot1-301 SUMO 8, PKA-R1A activ -7, Arrestin-AP2 inh 37 and Pemphigus Ab inh 102.
`Cn1c2ccccc2c(=O)c2c(=O)n(-c3ccc(F)cc3)c(-c3cccs3)nc21` gave CDK5 p35 inh -2.1, PKA-R2B act -8, dFosB act -11, MITF act 12, SR-BI DiI-HDL act -49, SR-BI DiI inh 49, Mot1-301 SUMO 4, PKA-R1A activ -2, Arrestin-AP2 inh 10, Pemphigus Ab inh 101 and NSD2 HMT inh 1.
COc1cc(C=O)ccc1Oc1nnnn1-c1ccccc1 was read as CDK5 p35 inh -0.4, PKA-R2B act -6, dFosB act -2, MITF act 0, SR-BI DiI-HDL act -2, SR-BI DiI inh 2, Mot1-301 SUMO -4, PKA-R1A activ 5, Arrestin-AP2 inh -3 and NSD2 HMT inh 3.
Screening CC(NC(=O)COC(=O)CCc1nc(=O)c2ccccc2n1C)c1ccccc1 (configuration not stated) returned CDK5 p35 inh -0.2, PKA-R2B act 3, dFosB act -3, MITF act 5, SR-BI DiI-HDL act 8, SR-BI DiI inh -8, Mot1-301 SUMO -5, PKA-R1A activ -7, Arrestin-AP2 inh 1, Pemphigus Ab inh 103 and NSD2 HMT inh 0.
Screening Nc1ncnc(N(c2ccccc2)C2CCCCC2)c1[N+](=O)[O-] returned CDK5 p35 inh -2.0, PKA-R2B act -2, dFosB act -3, MITF act 10, SR-BI DiI-HDL act 11, SR-BI DiI inh -11, Mot1-301 SUMO 7, PKA-R1A activ -17, Arrestin-AP2 inh -5, Pemphigus Ab inh 101 and NSD2 HMT inh -1.
For Cn1c(CCNC(=O)C2CCCCC2)nc2cc([N+](=O)[O-])ccc21 the results were CDK5 p35 inh -3.6, PKA-R2B act -2, dFosB act 8, MITF act -7, SR-BI DiI-HDL act 1, SR-BI DiI inh -1, Mot1-301 SUMO 7, PKA-R1A activ -9, Arrestin-AP2 inh 14, Pemphigus Ab inh 103 and NSD2 HMT inh -3.

The final two records of the section before are carried over, then new ones follow:
Screening Nc1ncnc(N(c2ccccc2)C2CCCCC2)c1[N+](=O)[O-] returned CDK5 p35 inh -2.0, PKA-R2B act -2, dFosB act -3, MITF act 10, SR-BI DiI-HDL act 11, SR-BI DiI inh -11, Mot1-301 SUMO 7, PKA-R1A activ -17, Arrestin-AP2 inh -5, Pemphigus Ab inh 101 and NSD2 HMT inh -1.
For Cn1c(CCNC(=O)C2CCCCC2)nc2cc([N+](=O)[O-])ccc21 the results were CDK5 p35 inh -3.6, PKA-R2B act -2, dFosB act 8, MITF act -7, SR-BI DiI-HDL act 1, SR-BI DiI inh -1, Mot1-301 SUMO 7, PKA-R1A activ -9, Arrestin-AP2 inh 14, Pemphigus Ab inh 103 and NSD2 HMT inh -3.
COc1ccc(Nc2sc(C(=O)c3ccc(Cl)cc3)c(N)c2C(=O)Nc2ccccc2OC)cc1 was read as CDK5 p35 inh 2.0, PKA-R2B act -8, dFosB act -9, MITF act -20, SR-BI DiI-HDL act -93, SR-BI DiI inh 93*, Mot1-301 SUMO -3, PKA-R1A activ 17, Arrestin-AP2 inh 6, Pemphigus Ab inh 101 and NSD2 HMT inh 0.
Screening CCN(CC)c1ccc(NC(=O)c2cnccn2)cc1S(=O)(=O)Nc1ccc(OC)cc1 returned CDK5 p35 inh 0.8, PKA-R2B act -3, dFosB act 5, MITF act 7, SR-BI DiI-HDL act -20, SR-BI DiI inh 20, PKA-R1A activ -3, Arrestin-AP2 inh -50, Pemphigus Ab inh 99 and NSD2 HMT inh -3.
For COc1ccc([N+](=O)[O-])cc1NC(=O)C1CCCNC1=O (configuration not stated) the results were CDK5 p35 inh 1.4, PKA-R2B act 2, dFosB act -2, SR-BI DiI-HDL act 9, SR-BI DiI inh -9, Mot1-301 SUMO 12, PKA-R1A activ -7, Arrestin-AP2 inh 32, Pemphigus Ab inh 110 and NSD2 HMT inh 0.
For O=C(Nc1nc2ccccc2n1CCN1CCOCC1)c1ccc(Cn2cc([N+](=O)[O-])cn2)o1 the results were CDK5 p35 inh -4.7, PKA-R2B act 0, dFosB act -13, MITF act 9, SR-BI DiI-HDL act -8, SR-BI DiI inh 8, Mot1-301 SUMO -12, PKA-R1A activ 1, Arrestin-AP2 inh 1 and NSD2 HMT inh 1.
For Cc1[nH]n(-c2ccc([N+](=O)[O-])cc2)c(=O)c1C=NCCN1CCN(C(=O)c2ccc(Br)cc2)CC1 the results were CDK5 p35 inh 0.4, PKA-R2B act -2, dFosB act -1, MITF act 1, SR-BI DiI-HDL act -57, SR-BI DiI inh 57, Mot1-301 SUMO -4, PKA-R1A activ 10, Arrestin-AP2 inh 23, Pemphigus Ab inh 107 and NSD2 HMT inh 14.
For O=C(COC(=O)c1ccc2ccccc2c1O)NCC(F)(F)F the results were CDK5 p35 inh -2.3, PKA-R2B act 10, dFosB act 0, MITF act 2, SR-BI DiI-HDL act 30, SR-BI DiI inh -30, Mot1-301 SUMO 25, PKA-R1A activ -1, Arrestin-AP2 inh 3, Pemphigus Ab inh 88 and NSD2 HMT inh 2.
O=C(CSc1nc(-c2ccc(F)cc2)cc(C(F)(F)F)n1)NCc1cccs1 was read as CDK5 p35 inh -1.1, PKA-R2B act -6, dFosB act -10, MITF act 3, SR-BI DiI-HDL act -27, SR-BI DiI inh 27, Mot1-301 SUMO 18, PKA-R1A activ 7, Arrestin-AP2 inh 32, Pemphigus Ab inh 100 and NSD2 HMT inh -1.
COc1ccc(C(=O)NC(=S)Nc2ccc(N3CCCC3)cc2)cc1 was read as CDK5 p35 inh 0.7, PKA-R2B act 4, dFosB act -4, MITF act -7, SR-BI DiI-HDL act -29, SR-BI DiI inh 29, Mot1-301 SUMO -2, PKA-R1A activ -5, Arrestin-AP2 inh 45, Pemphigus Ab inh 19* and NSD2 HMT inh 1.
Screening Cc1ccc(SCCCCN2C(=O)NC(C)(C)C2=O)cc1 returned CDK5 p35 inh -0.2, PKA-R2B act -3, dFosB act 5, MITF act 11, SR-BI DiI-HDL act -7, SR-BI DiI inh 7, Mot1-301 SUMO -6, PKA-R1A activ -5, Arrestin-AP2 inh 10, Pemphigus Ab inh 99 and NSD2 HMT inh 0.
`CCC(C)(C(=O)NC1CCCC1)N(C(=O)CNC(C)=O)c1ccccc1` (configuration not stated) gave CDK5 p35 inh -1.1, PKA-R2B act -19, dFosB act -2, SR-BI DiI-HDL act -2, SR-BI DiI inh 2, Mot1-301 SUMO -12, PKA-R1A activ -13, Arrestin-AP2 inh 1 and Pemphigus Ab inh 96.
O=C(C1CCN(c2ncnc3c2sc2cccc(F)c23)CC1)N1CCOCC1 was read as CDK5 p35 inh 2.1, PKA-R2B act -12, dFosB act -30, MITF act -14, SR-BI DiI-HDL act 16, SR-BI DiI inh -16, Mot1-301 SUMO 8, PKA-R1A activ -7, Arrestin-AP2 inh -9 and Pemphigus Ab inh 98.
Screening CC(=O)N1CC=CC1(CC(C)C)C(=O)NCCc1c[nH]c2ccccc12 (configuration not stated) returned CDK5 p35 inh -0.4, PKA-R2B act 10, dFosB act 0, SR-BI DiI-HDL act 22, SR-BI DiI inh -22, Mot1-301 SUMO -9, PKA-R1A activ -8, Arrestin-AP2 inh 29 and Pemphigus Ab inh 102.
Screening CCCn1c(/C=C/c2cc[n+](C)cc2)nc2ccccc21 returned CDK5 p35 inh -1.0, PKA-R2B act -2, dFosB act -7, MITF act -21, SR-BI DiI-HDL act 5, SR-BI DiI inh -5, Mot1-301 SUMO 76, PKA-R1A activ -4, Arrestin-AP2 inh -6, Pemphigus Ab inh 93 and NSD2 HMT inh 37.
COC(=O)CCC(=O)OC1(C)C(=O)C2=CN(Cc3ccccc3)C(c3ccc(OC)cc3)=CC2=C(Br)C1=O (configuration not stated) was read as CDK5 p35 inh -6.4, PKA-R2B act -8, dFosB act -12, MITF act -3, SR-BI DiI-HDL act -19, SR-BI DiI inh 19, Mot1-301 SUMO 16, PKA-R1A activ 2, Arrestin-AP2 inh 27 and Pemphigus Ab inh 92.
For COc1ccc2nc(C)c3cc(C)oc3c2c1 the results were CDK5 p35 inh -2.6, PKA-R2B act -3, dFosB act -11, MITF act 7, SR-BI DiI-HDL act 9, SR-BI DiI inh -9, Mot1-301 SUMO -21, PKA-R1A activ -7, Arrestin-AP2 inh -3, Pemphigus Ab inh 107 and NSD2 HMT inh 0.
For CCS(=O)(=O)N1CCC(C(=O)NCCC2=CCCCC2)CC1 the results were CDK5 p35 inh -0.4, PKA-R2B act -10, dFosB act -15, MITF act 0, SR-BI DiI-HDL act 11, SR-BI DiI inh -11, Mot1-301 SUMO -9, PKA-R1A activ 4, Arrestin-AP2 inh 0, Pemphigus Ab inh 105 and NSD2 HMT inh -37.
